Screening data deposited in PubChem BioAssay by several laboratories.
ABCB6 inh MLPCN = ABCB6 transporter inhibitors, primary screen, K562-ABCB6 cells, flow cytometry, MLPCN library. ATP-binding cassette sub-family B member 6 (Homo sapiens), Q9NP58. K562-ABCB6 porphyrin accumulation, 1 h; hits give low values. fluorescence ratio to DMSO, % at 10 µM. actives 0.19% (n = 360,000). AID 602162, 2011;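 active means fluorescence ratio to DMSO below 75%, the collection mean minus 3 SD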;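 further: signal is porphyrin accumulated inside mitochondria; 100% equals median channel fluorescence of DMSO control wells; lower ratio means ABCB6 inhibition with less porphyrin fluorescence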
Exocytosis inh = LAMP-1 surface exposure blockers, TALL-104 cells – cell-based, flow cytometry, MLPCN library, primary screen | TALL-104 LAMP-1 surface exposure; cells stimulated with thapsigargin and PMA | inhibition, % at 10 µM | actives 0.66% (n = 360,000) | AID 651702, 2012;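 active means inhibition above about 55%, limit read from the data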
PDI turbidity = inhibitors of human PDI, primary screen, biochemical, turbidity, single point, plate reader | PDI insulin aggregation turbidity, A650, 90 min | inhibition, % at 10 µM | actives 0.052% (n = 350,000) | AID 588391, 2011;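 active means mean inhibition across replicates of 30% or more, whatever share of single replicates reach that level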;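 further: absorbance from insulin aggregation driven by PDI reduction with DTT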
Target sequence (P07237 whole entry, looked up): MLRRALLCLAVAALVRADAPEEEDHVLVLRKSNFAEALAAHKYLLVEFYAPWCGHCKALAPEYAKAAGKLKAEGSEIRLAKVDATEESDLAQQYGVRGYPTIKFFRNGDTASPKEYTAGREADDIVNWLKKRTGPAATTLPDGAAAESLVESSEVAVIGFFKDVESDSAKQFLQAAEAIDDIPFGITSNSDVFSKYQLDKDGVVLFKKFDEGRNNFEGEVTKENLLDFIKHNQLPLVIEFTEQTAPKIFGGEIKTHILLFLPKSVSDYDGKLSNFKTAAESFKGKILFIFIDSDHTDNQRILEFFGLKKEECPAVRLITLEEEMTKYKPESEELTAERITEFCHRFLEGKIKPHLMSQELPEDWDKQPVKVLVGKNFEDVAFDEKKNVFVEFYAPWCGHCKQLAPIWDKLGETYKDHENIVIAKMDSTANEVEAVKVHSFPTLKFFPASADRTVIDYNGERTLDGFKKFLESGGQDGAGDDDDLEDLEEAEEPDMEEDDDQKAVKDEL
Glyco luc inh = increase of ERlucT glycosylation luciferase signal, primary screen, N-linked glycosylation inhibitor project, D54 ERlucT cells, luminescence, set 2 | D54 ERlucT glycosylation luciferase reporter, 24 h; percent of 100 nM tunicamycin response | actives 0.23% (n = 360,000) | reporter increase, % at 12.5 µM | AID 588692, 2011;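 active means mean luciferase reporter signal, scaled so untreated is 0 and the glycosylation-blocking control 100, at or above a set limit in every replicate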;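 further: luciferase carries N-glycosylation sites so blocking glycosylation raises the light; 0% = median of neutral control wells and 100% = median of 100 nM tunicamycin wells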
ABHD5-PLIN5 inh = ABHD5-PLIN5 interaction inhibitors, primary screen, cell lysate, split luciferase complementation, luminescence; Perilipin-5 (Homo sapiens) + 1-acylglycerol-3-phosphate O-acyltransferase ABHD5 (Homo …; Split G. princeps luciferase complementation, 4 h; inhibition, % at 4 µM; actives 0.78% (n = 360,000); AID 602281, 2012;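 active means inhibition above the mean inhibition across every tested compound plus 3 SD, cut at about 22% in these data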;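 further: 0% = DMSO only wells and the 100% control is not disclosed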
CaV13 FRET inh = Primary screen for inhibitors of IQ motif and Ca2+-dependent inactivation inhibitor domain binding in CACNA1D, Förster resonance energy transfer in living cells, …. HEK cells, CFP/YFP FRET ICDI-IQ, plate reader, 10 min; percent FRET-ratio fall versus neutral wells. inhibition, % at 12.3 µM. actives 0.098% (n = 340,000);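 active means mean replicate inhibition of at least 30% and at least 1% of replicates passing that level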;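 further: 0% = median of the neutral control wells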
MC4R ag barr = MC4R agonists recruiting beta-arrestin, primary screen, cell-based, luminescence, agonist arm of biased-ligand search; U2OS MC4R beta-arrestin complementation; percent of melanotan II response, DMSO zero; Melanocortin receptor 4 (Homo sapiens), P32245; actives 0.98% (n = 360,000); activation, % at 8.9 µM; AID 540308, 2011;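 active means activation above a per-plate cutoff, the mean activation of sample wells on that plate plus 3 SD, cut at about 8% in these data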
MC4R antagonist = MC4R antagonists of cAMP signaling, primary screen, cell-based, TR-FRET, antagonist arm of biased-ligand search. inhibition, % at 6.5 µM. AID 540295, 2011. MC4R-expressing cells, MTII-stimulated cAMP, LANCE TR-FRET. actives 0.48% (n = 360,000);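 active means inhibition above its plate's cutoff, the mean of tested wells on that plate plus 3 SD, cut at about 29% in these data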;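 further: 0% = Melanotan II alone and 100% = Melanotan II plus saturating MCL0020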
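System – human MC4R-expressing U2OS cells · Also added – Melanotan II · Dosing – one concentration, 6.5 µM nominal · Timing – 30-min compound, 1-h challenge, 1-h detection, room temperature · Measured by – Eu-cAMP/anti-cAMP TR-FRET, emission 671 nm · Replicates – singlicate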
Cardio protect = cardioprotection against H2O2-induced cell death, primary screen, uHTS, H9c2 cells, ATPLite luminescence. protection from H2O2 cell death, % at 20 µM. actives 0.63% (n = 360,000). H9c2 cardiomyocytes, H2O2 injury protection, 2 h;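 active means compounds giving at least 50% protection of heart cells from peroxide-induced death in the single-dose screen, raw or plate-pattern-corrected value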;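 further: 0% = DMSO wells with peroxide and 100% = DMSO wells without peroxide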
m5-HT2A agonist = mouse Htr2a agonists via beta-arrestin recruitment, primary screen, cell-based, luminescence; actives 0.66% (n = 360,000); AID 624169, 2012; 5-hydroxytryptamine receptor 2A (Mus musculus), P35363; activation, % at 7.6 µM; CHO-K1 mHTR2A beta-arrestin complementation; percent of 30 µM serotonin response;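 active means activation above a run cutoff, the mean activation of all tested compounds plus 3 SD, cut at about 14% in these data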;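 further: 0% = plate median of compound wells and 100% = 30 µM serotonin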
Target sequence (P35363 whole entry, looked up): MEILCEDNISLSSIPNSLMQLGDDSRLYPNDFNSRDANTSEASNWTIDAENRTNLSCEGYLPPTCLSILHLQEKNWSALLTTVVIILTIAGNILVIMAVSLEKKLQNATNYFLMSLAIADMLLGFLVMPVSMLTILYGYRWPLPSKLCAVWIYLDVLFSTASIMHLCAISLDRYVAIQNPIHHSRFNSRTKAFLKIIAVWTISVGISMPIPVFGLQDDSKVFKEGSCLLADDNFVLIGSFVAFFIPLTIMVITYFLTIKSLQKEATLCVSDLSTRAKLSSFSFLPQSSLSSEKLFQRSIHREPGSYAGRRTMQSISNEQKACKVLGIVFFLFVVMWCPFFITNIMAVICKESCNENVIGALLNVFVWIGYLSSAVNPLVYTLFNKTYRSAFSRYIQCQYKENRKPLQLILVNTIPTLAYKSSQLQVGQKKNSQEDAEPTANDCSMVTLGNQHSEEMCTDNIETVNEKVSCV
Active calls of the source: *; . = not tested or not shown. Compounds as they come. Share with any hit: about 4.2%.

#	structure	ABCB6 inh MLPCN	Exocytosis inh	PDI turbidity	Glyco luc inh	ABHD5-PLIN5 inh
1	Cn1c(=O)c(=O)n(C)c2cc(S(=O)(=O)CCC(=O)Nc3ccccc3C(F)(F)F)ccc21	96	-1	7	-1	-1
2	CCCOc1ccc(CSc2nc3ccccc3[nH]2)cc1	106	2	-1	-11	-6
3	O=C(Nc1ccc(F)c(Cl)c1)c1cc(-c2ccco2)on1	97	-10	13	1	-5
4	Cc1ccc2oc(=O)n(CC(=O)N3CCOCC3)c2c1	101	-4	-1	1	-4
5	COc1ccc(-n2c(C)c(C)c3c(NCCO)ncnc32)cc1	96	-1	-11	1	4
6	O=C(Nc1cc(C(F)(F)F)ccc1N1CCOCC1)c1cccs1	86	0	-4	10	1
7	COc1ccc(-c2c[n+](CC(=O)c3ccccc3)c3n2CCCCC3)cc1	96	1	-8	-3	2
8	CCCOc1cccc(C(=O)Nc2ccc3c(c2)OCCO3)c1	97	0	-1	-8	-4
9	O=C(/C=C/NNC(=O)c1cccc(Br)c1)c1ccccc1	112	-1	-8	6	5
10	Cc1ccc(Sc2cc(C(=O)NCCN(C)C)c3ccccc3n2)cc1	88	8	5	-7	6
11	Cc1ccccc1N(CC(=O)N/N=C/c1ccc(F)cc1)C(=O)c1ccccc1	111	0	2	.	4
12	Cc1ccc(-c2nnn(CCC(=O)Nc3ccc4c(c3)OCO4)n2)cc1	94	-3	8	0	1
13	Cc1n[nH]c(=O)n1-c1ccc(OC(F)(F)F)cc1	92	1	-2	0	0
14	COCCN1C(=O)C(=O)/C(=C(/O)c2ccc(S(=O)(=O)N3CCCCC3)cc2)C1c1ccc(O)c(OC)c1 (centres undefined)	92	-2	-2	2	2
15	Cc1ccc(NC(=O)CN2C(=O)CSc3ccc(S(=O)(=O)N4CCCCC4)cc32)cc1	97	1	1	-3	-4

#	CaV13 FRET inh	MC4R ag barr	MC4R antagonist	Cardio protect	m5-HT2A agonist
1	-9	0.5	4	6	1
2	-8	0.7	0	-17	-5
3	-7	1.1	2	-2	-4
4	-20	-2.0	1	6	-1
5	.	-1.5	5	3	5
6	-4	0.0	16	2	0
7	-4	0.1	0	-11	-2
8	-3	-1.7	0	-16	-1
9	-6	-0.7	12	4	-1
10	-17	0.0	0	14	-10
11	-5	-0.6	9	-18	0
12	-2	-0.3	14	-9	-5
13	-4	0.2	4	-1	2
14	-2	-2.3	-4	1	-1
15	-2	-3.3	-3	-4	1

Retrieved by structure from the list above (5):
#	structure	ABCB6 inh MLPCN	Exocytosis inh	PDI turbidity	Glyco luc inh	ABHD5-PLIN5 inh
14	COCCN1C(=O)C(=O)/C(=C(/O)c2ccc(S(=O)(=O)N3CCCCC3)cc2)C1c1ccc(O)c(OC)c1 (centres undefined)	92	-2	-2	2	2
9	O=C(/C=C/NNC(=O)c1cccc(Br)c1)c1ccccc1	112	-1	-8	6	5
7	COc1ccc(-c2c[n+](CC(=O)c3ccccc3)c3n2CCCCC3)cc1	96	1	-8	-3	2
12	Cc1ccc(-c2nnn(CCC(=O)Nc3ccc4c(c3)OCO4)n2)cc1	94	-3	8	0	1
2	CCCOc1ccc(CSc2nc3ccccc3[nH]2)cc1	106	2	-1	-11	-6

#	CaV13 FRET inh	MC4R ag barr	MC4R antagonist	Cardio protect	m5-HT2A agonist
14	-2	-2.3	-4	1	-1
9	-6	-0.7	12	4	-1
7	-4	0.1	0	-11	-2
12	-2	-0.3	14	-9	-5
2	-8	0.7	0	-17	-5

Further structures:
#	structure	ABCB6 inh MLPCN	Exocytosis inh	PDI turbidity	Glyco luc inh	ABHD5-PLIN5 inh
16	COc1ccc(S(=O)(=O)n2ccnc2C)c(C)c1C	99	2	3	2	-10
17	Cc1cc(C(=O)N2CCN(c3ccc(F)cc3)CC2)on1	96	-3	.	0	-2
18	CCOC(=O)N1CCC(NC(=O)Cn2cccc2C(=O)c2ccccc2)CC1	99	-2	-30	3	-1
19	CCCCCn1c(Sc2nc3ccccc3s2)nc2c1c(=O)[nH]c(=O)n2C	92	-2	-1	0	-7
20	CC(C)(C)OC(=O)N1CCc2onc(-c3ccc([N+](=O)[O-])cc3)c2C1=O	99	-1	1	0	1
21	COc1cccc(NC(=O)c2ccc(OC(F)(F)F)cc2)c1	99	21	5	-4	3
22	COc1cc(NC(=O)CNC(=O)Cn2cnc3sc(C)c(C)c3c2=O)cc(OC)c1OC	96	10	-4	1	-2
23	Cc1nn(-c2ccccc2)c(N2CCCC2)c1/C=C1\N=C(c2ccc(F)cc2)OC1=O	103	20	-6	2	-4
24	COc1cc(C(O)c2nc(-c3ccc4ccccc4c3)cs2)ccc1F (centres undefined)	101	12	-10	1	-8
25	COc1ccc2nc(SCC(=O)NN)cc(C)c2c1	88	-5	0	0	-12
26	COC(=O)c1ccccc1NC(=O)c1cncc(Br)c1	99	3	-1	-1	-4
27	COc1cc(NC(=O)Cc2cccs2)ccc1-n1cnnn1	100	-5	0	-1	-4
28	C=CCN1c2ccccc2[C@]23C[C@@H](C(=O)OC)N(C(=O)OCC)C2=NC(C(=O)OC)=C(C(=O)OC)[C@H]13	96	-1	0	10	-1
29	CC1CN(c2nc(N(C)c3ccccc3)nc(N)c2[N+](=O)[O-])CC(C)O1 (centres undefined)	96	-5	0	-1	-4
30	CCn1nnc2cc(C(=O)N(CCOC)CC(=O)Nc3cccc(C)c3C)ccc21	96	4	3	2	-2

#	CaV13 FRET inh	MC4R ag barr	MC4R antagonist	Cardio protect	m5-HT2A agonist
16	-10	0.7	4	-2	3
17	-6	-1.7	0	0	-2
18	.	-2.8	-1	5	-1
19	-8	-1.3	-1	-4	-2
20	-6	0.2	6	-2	0
21	-7	-1.1	-9	-12	2
22	-5	-0.8	7	2	0
23	-20	0.9	-2	2	-3
24	-12	2.3	4	-27	2
25	-4	-1.6	-3	8	1
26	-5	2.0	7	4	-2
27	.	-1.3	7	5	-4
28	-7	-0.5	18	3	-2
29	-18	0.8	-8	-7	-10
30	-2	3.3	11	-6	1

Grouped by structure, the entries above with bromine (two)
#	structure	ABCB6 inh MLPCN	Exocytosis inh	PDI turbidity	Glyco luc inh	ABHD5-PLIN5 inh
9	O=C(/C=C/NNC(=O)c1cccc(Br)c1)c1ccccc1	112	-1	-8	6	5
26	COC(=O)c1ccccc1NC(=O)c1cncc(Br)c1	99	3	-1	-1	-4

#	CaV13 FRET inh	MC4R ag barr	MC4R antagonist	Cardio protect	m5-HT2A agonist
9	-6	-0.7	12	4	-1
26	-5	2.0	7	4	-2

The results go on.
#	structure	ABCB6 inh MLPCN	Exocytosis inh	PDI turbidity	Glyco luc inh	ABHD5-PLIN5 inh
31	COc1ccc(F)cc1-c1cc(C(=O)NCc2ccc(C(F)(F)F)cc2)[nH]n1	107	73*	13	-1	0
32	O=C(CCS(=O)(=O)c1cc(Br)cc2c1N(C(=O)C1CC1)CC2)N1CCN(c2ccccn2)CC1	100	1	7	2	5
33	COc1ccc(-n2ncc(C(C)NS(=O)(=O)c3cc(C)sc3C)c2C)cc1 (centres undefined)	98	-2	1	-2	2
34	Cc1c(C)c2ccc(OCC(=O)c3ccccc3)cc2oc1=O	95	-1	-8	1	2
35	CCc1ccc(CN2CCC(Oc3ccc(C(=O)N4CCCCC4)cc3)CC2)cc1	93	10	0	-2	6
36	COc1ccc(C)cc1S(=O)(=O)N(C)CC(=O)N1CCN(c2ccccc2)CC1	105	-1	10	1	-9
37	O=C1CCC(C(=O)Nc2cccc(Oc3ccccc3)c2)=NN1	96	1	1	-2	-1
38	CCCCNC(=O)CCn1ccc2cc(S(=O)(=O)N3CCCC3)ccc21	124	-2	-3	0	-15
39	Cc1[nH]n(-c2ncc(-c3ccccc3)s2)c(=O)c1C(c1ccc(Br)cc1)C(C#N)C#N (centres undefined)	94	2	-4	1	12
40	Cc1nc2c(C(=O)N3CCN(C)CC3)cnn2c(C)c1Cc1ccc(Cl)cc1	99	-1	6	0	6
41	O=C(Nc1cccc(OCC(=O)N2CCOCC2)c1)c1cccc(Cl)c1	94	-1	-8	-1	-3
42	Cc1ccc(C)c(-n2c(-c3csc(C)c3C)n[nH]c2=S)c1	97	0	-9	1	-7
43	COc1cccc(OC(=O)N2CCOCC2)c1	93	-1	2	-1	1
44	COC(=O)Cn1cc([N+](=O)[O-])nc1C	99	3	-1	1	0
45	Cc1cc(C(=O)N2CCc3ccccc3C2)no1	96	1	4	0	3

#	CaV13 FRET inh	MC4R ag barr	MC4R antagonist	Cardio protect	m5-HT2A agonist
31	-10	4.4	2	-2	-2
32	2	2.9	23	6	3
33	-6	0.3	-3	2	3
34	-4	6.8	0	-4	4
35	.	-1.0	10	-10	-4
36	-4	-1.2	-3	0	-8
37	-2	-2.1	9	-6	-4
38	-3	-3.5	2	1	0
39	-5	-1.9	3	8	1
40	-7	0.5	-1	1	-4
41	.	-2.8	-2	0	-1
42	-2	-2.6	12	-3	-1
43	-2	-1.7	13	4	-5
44	-2	0.9	25	8	-2
45	.	-2.0	-1	3	1

(listing goes on)
#	structure	ABCB6 inh MLPCN	Exocytosis inh	PDI turbidity	Glyco luc inh	ABHD5-PLIN5 inh
46	COc1ccc(-n2nc3ccccc3n2)cc1	98	-4	-6	-4	3
47	CC(=O)Oc1c(Br)cc(N(C(C)=O)S(=O)(=O)c2ccccc2)c2ccccc12	102	52	0	11	45*
48	C[C@H]1COC(=O)[C@@H](Cc2ccc(F)cc2)CC/C=C/C[C@H](CC(=O)N(CCO)Cc2ccccc2)C(=O)N1	92	14	14	-3	-5
49	CSCC[C@H](NC(=O)Cc1ccc(Cl)cc1)C(=O)N1CCC2(CC1)NCCc1[nH]cnc12	94	-2	-2	2	1
50	Cc1ccc(-c2nc3cc(N)ccc3o2)cc1	99	0	-9	-15	5
51	COCCN1CCN(C(=O)c2ccc3oc(CCCc4ccccc4)nc3c2)CC1	98	9	0	-1	7

#	CaV13 FRET inh	MC4R ag barr	MC4R antagonist	Cardio protect	m5-HT2A agonist
46	-5	-1.2	-3	-8	2
47	-5	0.8	-4	-17	11
48	-3	-0.9	0	5	1
49	-12	-2.1	1	-2	-7
50	-4	1.1	0	-20	-2
51	-6	-4.3	5	-4	-3
